Source: PubChem (several laboratories)
Mcl1 Noxa PPI – Mcl-1/Noxa interaction inhibition; AID 1022; actives 1.5% (n = 220,000); TR-FRET Mcl-1/Noxa peptide binding, 2 h; inhibition, % at 21.7 µM;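 active means compounds that cut the protein-peptide binding signal by more than 50% relative to plate controls in a single-dose test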;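 further: His-tagged Mcl-1 with rhodamine Noxa BH3 peptide and terbium anti-His antibody; 0% = Mcl-1 plus Noxa peptide wells and 100% = peptide-only wells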
Target sequence (Q07820 whole entry, looked up): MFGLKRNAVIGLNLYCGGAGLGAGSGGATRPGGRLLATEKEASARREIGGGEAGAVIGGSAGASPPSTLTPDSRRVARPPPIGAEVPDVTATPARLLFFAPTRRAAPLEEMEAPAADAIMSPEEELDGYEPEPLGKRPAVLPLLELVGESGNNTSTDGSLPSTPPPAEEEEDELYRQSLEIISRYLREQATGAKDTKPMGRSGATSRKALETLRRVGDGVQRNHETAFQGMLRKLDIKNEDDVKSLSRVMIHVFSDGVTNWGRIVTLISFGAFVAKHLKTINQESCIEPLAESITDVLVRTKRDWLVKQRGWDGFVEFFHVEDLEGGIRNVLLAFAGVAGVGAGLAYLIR
ABCB1 inh – human ABCB1 inhibition, ABCG2 as counter-screen. P08183. CCRF-Adr cells, JC-1 efflux, flow cytometry. inhibition, % at 6.6 µM. actives 0.067% (n = 190,000); in the data active means inhibition above about 40%;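 further: 0% = vehicle and 100% = reference inhibitor; higher value means more JC-1 retained so stronger ABCB1 efflux block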
ABCG2 block – human ABCG2 inhibition, ABCB1 as counter-screen. actives 0.1% (n = 190,000). IgMXP3 cells, JC-1 efflux, flow cytometry. AID 1325. Q9UNQ0. inhibition, % at 6.6 µM;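 active means inhibition above 80%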;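 further: 0% = DMSO and 100% = nicardipine control wells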
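Read-out basis: Efflux inhibition in percent versus controls | Test system: ABCG2 IgMXP3 and barcoded ABCB1 CCRF-Adr cell mix | Quantity: 3 million cells/mL in well | Schedule: 10 min at 25 °C | Control set: Nicardipine as high control, DMSO as low control | Reagent: JC-1 as fluorescent efflux pump substrate | Signal: Flow cytometry of retained JC-1 fluorescence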
Pf gametocyte – inhibitors of late stage P. falciparum gametocyte viability; inhibition, % at 10.9 µM; actives 0.065% (n = 150,000); P. falciparum stage V gametocytes, ATP luminescence, 24 h;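 active means inhibition above the mean plus 3 SD of compounds within the control limits, set per campaign, cut at about 38% in these data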;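 further: 0% = DMSO wells and 100% = medium only without gametocytes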
Rac1 wt GTP bind – alters GTP binding to wildtype human Rac1; GST-Rac1 beads, fluorescent GTP binding, flow cytometry; actives lie on both sides; 0 = cold GTP competed, 100 = untreated; actives 0.27% (n = 190,000); P63000; GTP binding activity (% of control), % at 10 µM;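 active means GTP binding activity at least 20 points away from the 100% control level, either lower or higher; inconclusive means compound flagged as likely green fluorescent, judged across all proteins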
Cdc42 wt – changes GTP binding to wildtype human Cdc42; GST-Cdc42 beads, Bodipy-GTP binding, flow cytometry; actives lie on both sides; actives 0.2% (n = 190,000); percent activity (GTP binding), % at 10 µM;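 active means percent activity GTP binding at least 20 points away from the 100% baseline, either down as inhibitor or up as activator; inconclusive means compound flagged as likely green fluorescent from well-wide comparison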;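 further: median bead fluorescence of bound Bodipy-FL-GTP at 100 nM; 0% = excess unlabeled GTP control and 100% = no compound control; below 100% means less GTP binding so inhibitor and above means activator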
Target sequence (P60953 whole entry, looked up): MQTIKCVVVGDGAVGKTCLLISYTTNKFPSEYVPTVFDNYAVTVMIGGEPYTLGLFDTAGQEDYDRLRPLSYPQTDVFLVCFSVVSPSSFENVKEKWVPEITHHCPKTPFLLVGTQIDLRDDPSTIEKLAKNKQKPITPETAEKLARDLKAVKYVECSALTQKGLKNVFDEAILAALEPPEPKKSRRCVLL
Rab7 wt GTP bind – alters GTP binding to wildtype dog Rab7. GST-Rab7 beads, fluorescent GTP binding, flow cytometry; actives lie on both sides; untreated = 100%, excess cold GTP = 0%. GTP binding activity (percent of control), % at 10 µM. actives 0.055% (n = 190,000);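 active means fluorescent GTP binding to Rab7 beads changed by at least 20 points from the 100% baseline, either direction, mostly lower; inconclusive means compound itself probably fluorescent, or too few beads counted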;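 further: median green fluorescence of bound Bodipy-FL-GTP per Rab7 bead population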
Rab2A wt mod – changes GTP binding to wildtype dog Rab2A, up or down. P61105. GST-Rab2 wt beads, Bodipy-GTP binding, flow cytometry. GTP binding activity, % at 10 µM. actives 0.19% (n = 190,000). AID 760;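 active means GTP binding activity at least 20 points away from 100%, either lowered or raised; inconclusive means signal likely due to the compound's own green fluorescence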;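 further: 0% = beads with excess unlabeled GTP and 100% = no-compound control corrected for plate trend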
Avidin fluor – avidin bead compound fluorescence profile. Avidin beads, compound fluorescence 488/530 nm, flow cytometry; stronger effect = higher value. fluorescence (KMESF) at 10 µM. actives 0.38% (n = 220,000); in the data active means fluorescence above about 47; further: inactives centre near 10
Rac1 mut GTP – alters GTP binding to activated mutant human Rac1. P63000. GST-Rac1 activated beads, fluorescent GTP binding, flow cytometry; actives lie on both sides; 100% means binding = to untreated wells. percent activity (GTP binding), % at 10 µM. actives 0.11% (n = 190,000). AID 764;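 active means GTP binding at least 20 percentage points away from the 100% baseline, in either direction, so actives lie on both sides; inconclusive means Compound likely fluorescent itself, or too few beads counted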
HRas wt GTP – modulators of GTP binding to human HRas wildtype; P01112; GST-Ras wt beads, Bodipy-FL-GTP binding, flow cytometry; actives lie on both sides; GTP binding activity, % at 10 µM; actives 0.14% (n = 190,000); AID 759;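 active means GTP binding activity at least 20% away from the 100% baseline, either lowered as inhibitor or raised as activator; inconclusive means flagged as likely green fluorescent, judged across all proteins in the well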;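 further: 0% = unlabeled GTP competition control and 100% = no-compound control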
Target sequence (P01112 whole entry, looked up): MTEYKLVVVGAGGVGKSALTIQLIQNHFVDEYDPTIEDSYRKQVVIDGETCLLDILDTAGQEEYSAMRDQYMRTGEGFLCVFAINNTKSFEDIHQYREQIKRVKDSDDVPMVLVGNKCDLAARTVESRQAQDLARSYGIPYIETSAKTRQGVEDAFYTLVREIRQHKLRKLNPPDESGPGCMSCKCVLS
An asterisk follows results filed as active; ? = inconclusive; / = not tested or not shown. Only part of the results is shown; count on the stated rates, not on these rows.

SMILES	Mcl1 Noxa PPI	ABCB1 inh	ABCG2 block	Pf gametocyte	Rac1 wt GTP bind	Cdc42 wt	Rab7 wt GTP bind	Rab2A wt mod	Avidin fluor	Rac1 mut GTP	HRas wt GTP
CN1C(=O)C(Cc2cccc3ccccc23)C(=O)N(C)C1=O	0.3	0.2	0.9	/	93.0	96.0	95.0	96.0	14	96.0	94.0
COc1ccc(Cn2c(O)c(/C=N/NC(=O)c3ccccc3)c(=O)[nH]c2=O)cc1	-44.1	-0.8	-9.9	/	96.0	94.0	98.0	92.0	5	95.0	94.0
CCOP(=O)(OCC)C(C)(C)NC(=O)C(Cl)(Cl)Cl	-4.4	-0.3	-0.9	13.6	102.0	105.0	102.0	104.0	41	99.0	102.0
CCOC(=O)C1(CCOc2ccccc2)CCN(C2Cc3ccccc3C2)CC1	16.7	1.9	1.1	21.2	96.0	97.0	99.0	95.0	10	94.0	95.0
CCCCCn1c(=O)c(C(=O)Nc2c(C)n(C)n(-c3ccccc3)c2=O)c(O)c2ccccc21	-25.6	1.6	0.6	12.4	106.0	100.0	98.0	97.0	11	97.0	97.0
CC(C)=CCOc1c2occc2cc2ccc(=O)oc12	-1.5	0.4	20.7	14.8	104.0	100.0	98.0	102.0	11	98.0	101.0
CCOC(=O)c1nc2ccccc2c(=O)n1-c1ccc(C)cc1C	-2.1	1.2	61.8	/	102.0	100.0	99.0	98.0	22	101.0	99.0
CCCSc1nc(O)c(CC)c(=O)n1C(C)CC (stereo not given)	8.1	-0.4	-1.0	/	96.0	98.0	100.0	98.0	11	95.0	100.0
CN1CCN(c2ncnc3ccc(Br)cc23)CC1	5.4	0.8	23.4	-6.0	104.0	101.0	104.0	103.0	6	101.0	102.0
CNP(=S)(NC)OCCOc1ccc(OC)cc1	1.1	0.2	0.9	10.1	97.0	97.0	100.0	98.0	7	97.0	99.0
COc1ccc(Cl)cc1NC1=NCC(C)S1 (stereo not given)	14.9	0.3	2.5	-12.8	97.0	99.0	94.0	96.0	13	95.0	98.0
O=P1(Nc2cccnc2)COc2ccccc2OC1	-2.2	0.1	0.5	/	95.0	94.0	100.0	98.0	3	96.0	97.0
O=C(NCc1cccnc1)C(Cl)(Cl)Cl	14.1	/	1.7	-3.5	103.0	103.0	106.0	103.0	5	102.0	102.0
N#CC1(c2ccccc2)CCN(C2CC(=O)N(c3ccc4c(c3)OCO4)C2=O)CC1 (stereo not given)	7.0	1.1	6.0	/	100.0	95.0	97.0	93.0	10	95.0	98.0
CCOc1ccc2[nH]c(=O)c(CN(CCO)C3(c4nnnn4C4CCCCC4)CCCCC3)cc2c1	-64.8	0.5	1.9	9.8	99.0	98.0	96.0	97.0	37	97.0	98.0
CC(=O)N1CN2CN(C(C)=O)CC(C(=O)c3ccc([N+](=O)[O-])cc3)(C2)C1	-9.8	-0.2	1.5	-0.4	97.0	93.0	104.0	99.0	11	94.0	98.0
Cc1ccc(OP(=O)(NCc2ccccc2)Oc2ccc(C)cc2)cc1	4.1	0.7	51.1	-16.3	104.0	104.0	98.0	98.0	23	101.0	99.0
O=c1[nH]c(=O)n(Cc2ccccc2Cl)c(O)c1/C=C1/C=CC=N1	32.0	-0.2	0.0	1.6	87.0	86.0	90.0	92.0	10	86.0	89.0
CC(C(O)c1ccccc1)N(C)CCn1cnc2c1c(=O)n(C)c(=O)n2C (stereo not given)	1.2	0.6	1.7	-2.3	104.0	98.0	95.0	94.0	10	100.0	98.0
Cn1c(O)c(C=NCCN2CCN(C(=O)c3ccccc3)CC2)c(=O)n(C)c1=O	/	0.0	13.6	/	101.0	103.0	100.0	102.0	11	96.0	102.0
CCCCNC(=S)N1CCn2cccc2C1c1cccnc1 (stereo not given)	-5.6	-0.1	0.1	3.7	100.0	97.0	103.0	99.0	20	95.0	99.0
Cc1ccc(S(=O)(=O)CC(C)(O)C(=O)Nc2cccc(C(F)(F)F)c2)cc1 (stereo not given)	-18.8	0.8	0.3	4.6	104.0	104.0	103.0	103.0	10	101.0	103.0
CC1CCN(CC(=O)c2ccc3c(c2)OCCO3)CC1	24.8	1.2	10.7	3.1	98.0	97.0	92.0	98.0	11	96.0	96.0
CSCCC(N=Cc1c(O)n(-c2ccc(F)cc2)c(=O)[nH]c1=O)C(=O)OC(C)(C)C (stereo not given)	12.0	0.2	1.6	-4.0	102.0	103.0	97.0	101.0	38	101.0	103.0
Cc1ccc(S(=O)(=O)N2CCCCC2)cc1NC(=O)CN1CC=C(c2ccccc2)CC1	-3.9	4.2	27.1	-3.6	105.0	100.0	100.0	100.0	14	98.0	101.0
CNCCc1c(C)n[nH]c1C	-4.8	0.1	0.1	/	103.0	101.0	106.0	103.0	10	97.0	103.0
CC(C)CCn1c(N)c(C(=O)OCC2CCCO2)c2nc3ccccc3nc21 (stereo not given)	-10.1	2.5	9.6	/	86.0	89.0	98.0	96.0	12	94.0	91.0
CCOC(=O)C(O)(c1cn(C)c2ccccc12)C(F)(F)F (stereo not given)	8.8	0.0	1.4	-8.6	105.0	107.0	100.0	100.0	12	103.0	103.0
CC(C)(C)[C@]1(O)C[C@@H]2OC(=O)C[C@@]23C(=O)O[C@@H]2OC(=O)[C@H](O)[C@]213	-2.0	1.0	1.5	/	105.0	101.0	99.0	100.0	11	98.0	101.0
O=c1[nH]c(=O)n(Cc2ccccc2)c(O)c1C=NCCN1CCOCC1	-23.9	0.1	-1.8	/	106.0	104.0	98.0	102.0	5	100.0	102.0
O=[N+]([O-])c1ccc(N2CCNCC2)c(Cl)c1	11.8	0.2	1.7	2.4	100.0	97.0	95.0	97.0	11	95.0	98.0
CN1CCN(S(=O)(=O)c2cnc(Cl)c(Br)c2)CC1	11.4	-0.1	1.5	-20.6	105.0	102.0	100.0	100.0	13	100.0	100.0
C=CCn1c(=O)c(C=Nc2cccc([N+](=O)[O-])c2)c(O)n(CCCC)c1=O	-2.5	1.2	9.1	/	101.0	100.0	100.0	101.0	9	99.0	101.0
COc1ccc(S(=O)(=O)Cc2ccc(C(=O)N3CCC4(CC3)OCCO4)o2)cc1	-19.5	-0.9	1.3	-20.8	104.0	102.0	101.0	98.0	6	99.0	100.0
Clc1cccc(Cl)c1CN1CCN(c2ccccc2)CC1	4.3	0.5	1.2	/	109.0	104.0	98.0	100.0	13	102.0	103.0
Fc1ccc(NC2=NCCS2)cc1Cl	11.0	0.7	8.2	-0.1	98.0	97.0	98.0	96.0	22	96.0	96.0
CN1CCN(c2ccc([N+](=O)[O-])cc2Cl)CC1	-6.8	0.1	0.1	3.7	102.0	97.0	106.0	99.0	2	98.0	98.0
COC(=O)CC1(CC(=O)OC)C(=O)NC(=O)NC1=O	5.9	0.2	-0.2	21.4	106.0	104.0	103.0	104.0	11	103.0	103.0
CCOP(=O)(OCC)C(CC)N1CCOCC1 (stereo not given)	27.1	0.6	4.2	20.1	114.0	111.0	101.0	101.0	25	105.0	106.0
Cc1n[nH]c(C)c1CCN	2.7	0.0	0.5	/	103.0	103.0	100.0	99.0	59*	101.0	103.0
O=c1[nH]c2ccccc2c(=O)n1-c1ccc(Cl)cc1Cl	14.4	-0.3	-0.1	/	97.0	97.0	93.0	96.0	29	95.0	96.0
CCOC(=O)[C@@]1(C#N)[C@@H]2C=CC(C(N)=O)=CN2[C@@H](C(N)=O)[C@@H]1c1cccc(Cl)c1	18.6	-0.1	3.6	/	96.0	95.0	94.0	94.0	8	96.0	97.0
O=C(O)c1cccc2c1NC(C(=O)O)C1CC(Sc3ccccc3[N+](=O)[O-])C(Cl)C21 (stereo not given)	94.0*	-1.0	-6.4	-7.7	93.0	92.0	90.0	92.0	12	92.0	92.0
O=P(CN1CCN(c2ccccc2)CC1)(N1CCCCC1)N1CCCCC1	-4.3	1.6	18.4	/	108.0	106.0	103.0	106.0	7	101.0	107.0
Cc1cc(OC(=O)CCCNC(=O)OC(C)(C)C)c2c3c(c(=O)oc2c1)CCC3	-13.2	0.8	4.5	9.6	99.0	98.0	100.0	97.0	5	98.0	99.0
Cc1sc2ncn(CC(=O)NCC(=O)N3CCC4(CC3)OCCO4)c(=O)c2c1C	-3.9	-0.2	-1.7	16.3	111.0	104.0	104.0	106.0	9	103.0	105.0
O/N=C1/C(=C\c2ccccc2)N2CCC1CC2	12.7	0.0	0.4	-11.9	108.0	103.0	100.0	102.0	15	102.0	102.0
CC(C)NCC(O)c1ccc(C2CCCC2)cc1 (stereo not given)	9.1	0.1	-0.1	3.1	104.0	102.0	100.0	101.0	1	96.0	102.0
Cc1ccc(-n2c(O)c(C=Nc3ccc(S(=O)(=O)N(C)C)cc3)c(=O)[nH]c2=O)cc1	2.4	0.5	1.8	/	110.0	96.0	104.0	101.0	9	98.0	102.0
C[N+]12CCC(CC1)C(C(O)(c1ccccc1)c1cccs1)C2 (stereo not given)	2.1	0.8	2.0	/	93.0	96.0	95.0	96.0	14	94.0	97.0
CCCCn1c(NS(=O)(=O)c2ccc(C)cc2)c(C(=O)OCC)c2nc3ccccc3nc21	30.4	-1.9	10.1	25.3	98.0	99.0	101.0	96.0	5	93.0	99.0
COc1ccc(CCNC(C)CCc2ccc(OC)cc2)cc1 (stereo not given)	-19.7	0.5	0.8	17.7	99.0	99.0	98.0	100.0	8	99.0	101.0
O=C(C[N+]12CCN(CC1)CC2)NCCc1ccc(Cl)cc1Cl	-28.5	-0.1	-0.7	/	93.0	95.0	103.0	99.0	19	96.0	98.0
CCOC(=O)C(NC(=O)CC)(Nc1ccc(C(O)(C(=O)OCC)C(F)(F)F)cc1C)C(F)(F)F (stereo not given)	17.3	0.6	3.3	/	99.0	99.0	101.0	102.0	11	98.0	101.0
CCc1c(C)nc(N)nc1N1N=C1SC	6.3	0.2	0.1	-2.4	99.0	99.0	95.0	96.0	5	95.0	100.0
CCC(CO)(C(=O)OC1C[N+]2(C)CCC1CC2)c1ccccc1 (stereo not given)	16.8	1.8	6.8	0.9	101.0	99.0	94.0	97.0	9	97.0	97.0
Cc1cc(Br)c(NC(=O)CN2CC=C(c3ccccc3)CC2)c(Br)c1	2.0	0.4	1.4	-16.5	?	?	?	?	24	?	?
CCCNc1nc(OC)nc(N2CC3CC(C2)c2cccc(=O)n2C3)n1 (stereo not given)	0.4	0.8	2.3	/	102.0	99.0	99.0	99.0	21	96.0	96.0
CCC(CC)C1C(C#N)=C(N)Oc2c1c(=O)oc1ccccc21 (stereo not given)	9.6	0.3	4.6	/	101.0	101.0	98.0	98.0	4	98.0	98.0
